# Tn7 DDE FP: inhibitors of Tn7 peptide binding to human fibrin DD(E). inhibition, % at 8.3 µM. AID 720508. FP displacement of FITC-Tn7 peptide from fibrin DD(E); 0% = median of compound wells per plate. 370,000 tested, 0.13% active. P02675;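 active = inhibition above the mean of compounds falling within the control limits plus 3 SD of them, cut at about 14% in these data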;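 also: 0% = plate median of compound wells and 100% = 10 µM Aha-Tn7 peptide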
#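 Test system – human fibrin DD(E) · Times – 10 min preincubation, 3 h with tracer, room temperature · Detection – fluorescence polarization of the labelled Tn7 tracer · Measure – percent inhibition normalized to high-control wells · Benchmarks – high control wells with 10 µM unlabelled Aha-Tn7 peptide (full inhibition) · Repeats – singlicate testing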
# ADAM10 inh: ADAM10 inhibition, QFRET primary screen; inhibition, % at 7 µM; 370,000 tested, 0.62% active; recombinant ADAM10, EDANS/DABCYL FRET peptide cleavage, 3 h; AID 720582; O14672;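 active = inhibition above a per-campaign cutoff equal to the mean of compounds falling between control-based bounds plus 3 SD, cut at about 20% in these data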;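 also: 0% = DMSO wells while the 100% control is not disclosed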
# ARFGAP1 inhibitor: inhibits rat ARF GTPase activating protein 1. Arfgap1-stimulated ARF1 GTP hydrolysis, GDP FP detection. 360,000 tested, 0.26% active. inhibition, % at 16.5 µM. AID 651572;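 active = inhibition above a per-plate limit, mean inhibition of low control wells plus 3 SD, cut at about 25% in these data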;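 also: 0% = DMSO wells with enzyme and 100% = wells lacking Arfgap1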
#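 Material: truncated rat Arfgap1 GAP domain; Incubation: compound-enzyme preincubation 20 min, reaction 120 min, detection 60 min, 25 °C; Read-out: percent inhibition of Arfgap1-stimulated GTP hydrolysis; Technique: FP, GDP Alexa 633 tracer displaced from anti-GDP antibody, 620/688 nm; Controls: No-Arfgap1 wells (100%) versus DMSO full-reaction wells (0%); Replication: single well per compound.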
# TDP2 absorb: blocks human TDP2 phosphodiesterase activity; inhibition, % at 12.8 µM; O95551; AID 720702; recombinant TDP2, T5PNP hydrolysis, p-nitrophenol absorbance 415 nm; 370,000 tested, 0.34% active;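 active = inhibition above the mean of all tested compounds plus 3 SD, set per campaign, cut at about 25% in these data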;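 also: 0% = DMSO with enzyme and 100% = buffer with substrate but no TDP2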
# Target sequence (O95551 whole entry, looked up): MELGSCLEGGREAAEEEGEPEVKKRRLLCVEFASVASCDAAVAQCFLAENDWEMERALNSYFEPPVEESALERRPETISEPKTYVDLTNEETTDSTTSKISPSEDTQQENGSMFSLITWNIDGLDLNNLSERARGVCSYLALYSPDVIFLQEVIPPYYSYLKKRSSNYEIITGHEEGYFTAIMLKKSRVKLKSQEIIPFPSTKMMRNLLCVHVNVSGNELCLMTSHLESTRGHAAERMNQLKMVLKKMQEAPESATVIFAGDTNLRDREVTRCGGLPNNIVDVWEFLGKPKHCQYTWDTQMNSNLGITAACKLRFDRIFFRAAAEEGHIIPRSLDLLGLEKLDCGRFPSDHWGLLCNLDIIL
#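 Assay system: Recombinant human TDP2 | Quantity: 120 nM TDP2 per well | Incubation: 2 h at 37 °C | Signal: Epi absorbance | Evaluation: Percent inhibition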
# proKLK7 act: activators of human kallikrein-7 zymogen. purified proKLK7, EDANS-DABCYL substrate fluorescence; 100% is mature enzyme control, 0% vehicle. activation, % at 7 µM. 370,000 tested, 0.9% active. AID 652039;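 active = activation above the mean of all tested compounds plus 3 SD, computed per campaign excluding outliers beyond control limits, cut at about 13% in these data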
# Target sequence (P49862 whole entry, looked up): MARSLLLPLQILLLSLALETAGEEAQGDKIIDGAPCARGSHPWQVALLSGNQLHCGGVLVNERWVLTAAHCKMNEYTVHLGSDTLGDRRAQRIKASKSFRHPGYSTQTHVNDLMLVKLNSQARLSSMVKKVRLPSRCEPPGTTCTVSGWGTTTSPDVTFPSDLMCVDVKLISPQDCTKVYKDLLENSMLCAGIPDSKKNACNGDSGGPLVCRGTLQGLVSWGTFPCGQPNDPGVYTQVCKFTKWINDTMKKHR
# ADAM17 inh: inhibits human ADAM17; AID 720648; inhibition, % at 6.95 µM; 370,000 tested, 0.83% active; recombinant ADAM17, EDANS/DABCYL FRET peptide cleavage;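 active = inhibition above the mean of compounds lying between control limits plus 3 SD, set per campaign, cut at about 8.5% in these data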;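 also: 0% = DMSO-only wells as the low control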
# ASAP1 GAP inh: inhibitors of human ASAP1 ArfGAP activity | Q9ULH1 | ASAP1-stimulated ARF1 GTP hydrolysis, GDP FP detection | inhibition, % at 16.5 µM | 360,000 tested, 0.19% active | AID 624377; in the data active = inhibition above about 25%;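 also: 0% = vehicle with enzyme and substrate and 100% = no enzyme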
# Target sequence (Q9ULH1 325-724 limits assumed): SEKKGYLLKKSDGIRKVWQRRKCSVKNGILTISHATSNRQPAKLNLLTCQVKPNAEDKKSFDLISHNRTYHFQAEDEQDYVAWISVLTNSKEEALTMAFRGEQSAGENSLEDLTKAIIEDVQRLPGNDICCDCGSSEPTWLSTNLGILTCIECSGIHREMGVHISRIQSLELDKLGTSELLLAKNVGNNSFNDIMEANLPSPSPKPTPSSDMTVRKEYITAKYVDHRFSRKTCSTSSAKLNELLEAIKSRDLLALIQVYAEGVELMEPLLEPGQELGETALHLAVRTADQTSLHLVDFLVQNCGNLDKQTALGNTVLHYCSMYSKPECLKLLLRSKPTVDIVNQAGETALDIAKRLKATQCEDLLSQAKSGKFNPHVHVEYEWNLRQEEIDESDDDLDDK
# DDE Tn6 FP inh: disrupts Tn6 cyclic peptide binding to fibrin D-Dimer-E complex. P02675. Fibrin DD(E) TRITC-Tn6 fluorescence polarization displacement. inhibition, % at 8.3 µM. 370,000 tested, 0.21% active;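 active = inhibition above a per-campaign cutoff: mean of compounds within control limits plus 3 SD, cut at about 15% in these data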;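 also: 0% = median of all compound wells on the plate and 100% = blocking peptide control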
# PLC-gamma1 inh: inhibitors of human phospholipase C gamma1 | purified PLC-gamma1, fluorogenic substrate, fluorescence | inhibition, % at 12.2 µM | 370,000 tested, 0.84% active; in the data active = inhibition above about 9.5%
# LEDGF integ inh: blocks HIV-1 LEDGF/p75-dependent DNA integration. TR-FRET IN-LEDGF/p75 DNA integration, Eu/Cy5. inhibition, % at 3.7 µM. 370,000 tested, 0.64% active;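 active = inhibition above the screen-wide mean plus 3 SD, cut at about 13% in these data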;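 also: signal is the Cy5 over europium emission ratio at 671 and 618 nm; 0% = plate median of compound wells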
# * = called active by the depositor; i = inactive; nt = not tested or not shown. An unsorted share of the library. Share with any hit: about 4.2%.
SMILES,Tn7 DDE FP,ADAM10 inh,ARFGAP1 inhibitor,TDP2 absorb,proKLK7 act,ADAM17 inh,ASAP1 GAP inh,DDE Tn6 FP inh,PLC-gamma1 inh,LEDGF integ inh
Cc1c(N/C=C/C(=O)c2cccs2)c(=O)n(-c2ccccc2)n1C,4,5,2,1,0.5,-2,6,0,-4,-2
CCc1nc(SCc2ccccc2C#N)n[nH]1,-8,5,9,7,0.0,2,-1,-5,1,2
COc1cccc(C2CC(c3cccs3)=NN2C(=O)CSC2=NCCS2)c1OC (stereo not drawn),2,-4,-3,-4,-0.2,-5,5,-6,3,-1
CCOc1ccc(OCC(=O)Nc2ccc(S(N)(=O)=O)cc2)cc1,-4,-7,12,-6,0.3,0,2,-1,2,6
COc1ccc(-c2noc(C)c2-c2ccc3ccccc3n2)c(O)c1,-3,0,12,-5,0.0,5,1,-2,-29,-4
Cc1cc(C)cc(NC(=O)Cn2nnc3ccccc3c2=O)c1,-3,0,5,-12,-0.4,2,7,-6,4,6
COCc1[nH]nc2c1C(c1ccc(OC)cc1)C(C#N)=C(N)O2 (stereo not drawn),5,-8,6,-4,-0.5,-3,-5,4,-5,-4
CNC(=O)CN(C1CCCCC1)S(=O)(=O)c1ccc(F)cc1,-14,2,9,13,-0.4,2,0,5,-7,-1
COc1ccc(/C=C/C(=O)OCC(=O)NCCCc2ccccc2)cc1OC,4,-164,11,5,0.8,-45,10,-3,-82,-2
O=C(NNC(=O)C1CCCN(c2ncccn2)C1)c1ccncc1 (stereo not drawn),-5,-17,5,4,1.0,-3,7,-4,-4,0
O=C(Nc1cccc(Cl)c1)C1CCCN(S(=O)(=O)c2cnc[nH]2)C1 (stereo not drawn),-8,-8,2,-1,-0.2,-2,4,-1,-2,-4
Cc1ccccc1-c1nsc(SCC(=O)c2ccc(Cl)cc2)n1,-7,1,-8,1,0.1,4,1,-3,2,2
C/C(CC(=O)Nc1ccc(Br)cc1)=N\NC(=O)c1cccc(O)c1,9,5,-4,-29,-0.1,10.0*,-4,2,0,5
CCOC(=O)c1cc2c(=O)n3ccccc3nc2n(C(C)C)c1=NC(=O)c1ccncc1,3,i,4,-1,37*,i,9,9,i,1
NC(=O)c1nsc(C(=O)N(Cc2ccccc2F)C(C(=O)NCC2CCCO2)c2ccc(F)cc2)c1N (stereo not drawn),-7,-145,-4,-17,1.1,-45,11,7,-56,5

# Quoted at random: 3 entries already listed, in no set order.
SMILES,Tn7 DDE FP,ADAM10 inh,ARFGAP1 inhibitor,TDP2 absorb,proKLK7 act,ADAM17 inh,ASAP1 GAP inh,DDE Tn6 FP inh,PLC-gamma1 inh,LEDGF integ inh
COc1ccc(/C=C/C(=O)OCC(=O)NCCCc2ccccc2)cc1OC,4,-164,11,5,0.8,-45,10,-3,-82,-2
O=C(Nc1cccc(Cl)c1)C1CCCN(S(=O)(=O)c2cnc[nH]2)C1 (stereo not drawn),-8,-8,2,-1,-0.2,-2,4,-1,-2,-4
CCc1nc(SCc2ccccc2C#N)n[nH]1,-8,5,9,7,0.0,2,-1,-5,1,2

# The list continues:
SMILES,Tn7 DDE FP,ADAM10 inh,ARFGAP1 inhibitor,TDP2 absorb,proKLK7 act,ADAM17 inh,ASAP1 GAP inh,DDE Tn6 FP inh,PLC-gamma1 inh,LEDGF integ inh
CC(C)NS(=O)(=O)c1ccc(OCC(=O)NCCC2=CCCCC2)cc1,3,6,-1,6,-0.5,-1,5,4,1,-1
COc1cc(C(=O)NC2=NCCS2)cc(OC)c1OC,1,-6,0,-1,0.1,1,-1,-1,0,3
CC(C)(C)c1ccc(C(=O)NCc2nnc(SCC(=O)N3CCCc4ccccc43)n2-c2ccccc2)cc1,5,0,-3,8,0.2,1,-12,6,-1,1
Cc1c(Cl)cccc1NC(=O)Nn1cnnc1,4,-2,2,-11,-0.5,3,3,13,-2,-2
O=C(Nc1ccc(Cl)cc1)c1ccc2sc([C@@H]3O[C@H](CO)[C@@H](O)[C@H]3O)nc2c1,5,-2,-13,-4,0.3,0,7,0,1,-3
COc1ccc(OC)c(CNC(=O)C2CCN(S(=O)(=O)N3CCC(C)CC3)CC2)c1,0,-3,2,6,-0.8,0,1,-5,0,2
COc1ccc(NC(=O)CN2CCN(CC(=O)Nc3ccc(F)cc3)CC2)cc1Cl,-7,-2,6,-17,-0.3,3,19,3,7,-2
COCCCNC1CS(=O)(=O)CC1O (stereo not drawn),1,-3,3,8,-0.6,-7,3,3,0,-2
Cc1ccc(NC(=S)N(Cc2cccs2)Cc2cc3cccc(C)c3[nH]c2=O)cc1,-9,0,8,-3,-0.4,2,9,-1,3,0
O=C(OCc1cn([C@H]2CN(CC3CCCCC3)[C@@H](c3ccc(Cl)cc3)C[C@@H]2O)nn1)c1ccccc1,-1,-10,-3,11,-0.2,-5,7,-1,0,1
O=C1Nc2ccccc2C(O)(C(=O)NC2CC2)N1c1ccc(Cl)c(Cl)c1 (stereo not drawn),-1,-2,-3,-19,-0.1,-1,6,-7,7,4
CC(C)(C)n1cnc2cc(NS(=O)(=O)c3ccc(Br)cc3)ccc21,-6,-5,-8,1,-0.3,-4,-5,-1,1,2
CCOc1ccccc1NC(=O)C12CC3CC(C1)CC(c1ccc(C)cc1)(C3)C2,3,-2,-2,2,0.5,-3,-4,-2,0,0
O=C(Nc1ncnc2c1ncn2[C@@H]1O[C@H](/C=C/C(=O)N2CCN(c3ccc(F)cc3)CC2)[C@@H](O)[C@H]1O)c1ccccc1,4,-7,2,10,0.8,-2,-7,-2,2,-1
CCOC(=O)c1cnc2c(c(C)nn2C)c1Oc1ccccc1F,1,0,0,3,0.3,-4,-3,6,2,-1
O=C(NCc1ccc(Cl)cc1)C1CCC(CNc2c(N3CCCCC3)c(=O)c2=O)CC1 (stereo not drawn),-8,-3,-5,2,0.3,0,11,16*,2,8
CCN(CC)CCOC(=O)c1cccc(Cl)c1,2,-7,-10,2,0.2,0,-5,5,0,0
C[C@H]1CCC[C@@]2(O[C@H](CCO)C[C@H](O)[C@H]2O)O1,3,5,6,-7,0.3,3,12,-3,3,1
O=C1CC(Nc2cc(=O)[nH]c(=O)[nH]2)C(=O)N1c1ccccc1Cl (stereo not drawn),3,1,2,9,-0.6,-3,8,6,0,1
O=c1c(-c2ccc(O)cc2)coc2cc(OC3OC(CO)C(O)C(O)C3O)ccc12 (stereo not drawn),3,11,5,2,0.7,-2,5,-3,-10,-2
Cc1c(NC(=O)C2CCCN(S(=O)(=O)c3cccc4ccccc34)C2)c(=O)n(-c2ccccc2)n1C (stereo not drawn),-6,1,nt,0,0.1,1,nt,-6,1,6
COc1ccc(-c2csc(NC(CO)c3nc4ccccc4n3CCOCCO)n2)cc1 (stereo not drawn),-4,-2,-3,13,0.6,-1,11,-3,-4,-1
Cc1ccc(C(=O)Nc2nccc(-c3cccs3)n2)cc1,11,-4,2,9,0.6,-4,-5,-1,-2,-6
CC(C)(C)S(=O)(=O)c1cnc2c(-c3ccc(F)cc3)cnn2c1N,-1,4,9,-13,-0.5,-2,6,-4,3,10
Cc1ccccc1NC(=O)COC(=O)/C=C/c1cn(-c2ccccc2)nc1-c1cccnc1,4,3,6,10,-0.2,-5,-2,0,-8,1
COc1ccc(/C=C(\C#N)C(=O)NCc2cccnc2)cc1OC,4,-17,-9,6,0.1,-2,0,3,-6,-2
CC(=O)N1C[C@H]2CON(C)[C@H]2C[C@H]1c1cccc(-c2ccccc2)c1,-2,2,-13,-6,-0.6,1,-1,0,6,-3
O=C(NCc1ccc(F)cc1)c1cc(C2CCCCN2S(=O)(=O)c2ccccc2)on1 (stereo not drawn),0,5,1,4,0.4,1,1,-2,1,2
Cc1nn(-c2ccc(F)cc2)c2sc(C(=O)OCC(=O)N3CCC(C)CC3)cc12,-3,-6,8,-6,-0.2,-5,7,2,-1,1
Cc1ccc(-c2ccnc(-c3ccc(O)cc3)n2)cc1,-3,17,3,-3,-0.7,3,-2,-7,2,2
Cc1cccc(C(P(=O)(c2ccccc2)c2ccccc2)P(=O)(c2ccccc2)c2ccccc2)n1,10,12,-3,-2,0.0,-2,-10,10,0,-1
Nc1nc(Cl)nc2c1ncn2C1CCC(CO)O1 (stereo not drawn),1,-3,-10,5,0.6,0,-6,7,0,2
c1cc2c(cn1)cnc1cscc12,2,-76,-1,5,0.8,-27,-10,2,-24,1

# In the list so far, 8 have fluorine:
SMILES,Tn7 DDE FP,ADAM10 inh,ARFGAP1 inhibitor,TDP2 absorb,proKLK7 act,ADAM17 inh,ASAP1 GAP inh,DDE Tn6 FP inh,PLC-gamma1 inh,LEDGF integ inh
CNC(=O)CN(C1CCCCC1)S(=O)(=O)c1ccc(F)cc1,-14,2,9,13,-0.4,2,0,5,-7,-1
NC(=O)c1nsc(C(=O)N(Cc2ccccc2F)C(C(=O)NCC2CCCO2)c2ccc(F)cc2)c1N (stereo not drawn),-7,-145,-4,-17,1.1,-45,11,7,-56,5
COc1ccc(NC(=O)CN2CCN(CC(=O)Nc3ccc(F)cc3)CC2)cc1Cl,-7,-2,6,-17,-0.3,3,19,3,7,-2
O=C(Nc1ncnc2c1ncn2[C@@H]1O[C@H](/C=C/C(=O)N2CCN(c3ccc(F)cc3)CC2)[C@@H](O)[C@H]1O)c1ccccc1,4,-7,2,10,0.8,-2,-7,-2,2,-1
CCOC(=O)c1cnc2c(c(C)nn2C)c1Oc1ccccc1F,1,0,0,3,0.3,-4,-3,6,2,-1
CC(C)(C)S(=O)(=O)c1cnc2c(-c3ccc(F)cc3)cnn2c1N,-1,4,9,-13,-0.5,-2,6,-4,3,10
O=C(NCc1ccc(F)cc1)c1cc(C2CCCCN2S(=O)(=O)c2ccccc2)on1 (stereo not drawn),0,5,1,4,0.4,1,1,-2,1,2
Cc1nn(-c2ccc(F)cc2)c2sc(C(=O)OCC(=O)N3CCC(C)CC3)cc12,-3,-6,8,-6,-0.2,-5,7,2,-1,1

# Assay outcomes deposited in PubChem by The Scripps Research Institute Molecular Screening Center.
